Screens from PubChem.
KCNH2 3.1 block – inhibitors of human KCNH2 3.1 potassium channel isoform. U2OS KCNH2 3.1, thallium flux FluxOr; active compounds read low. activity change, % (tested at about 1.8 µM). actives 0.95% (n = 340,000). AID 720553;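 active = maximum activity change below -70%; inconclusive = maximum activity change from -70% to -50%; inactive = maximum activity change above -50%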;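 also: thallium influx rate constant from kinetic fluorescence after stimulation buffer; % is scaled to controls: 0 for no effect and ±100 for the full control effect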
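U2OS cells transduced with KCNH2 3.1 mutant virus (1.77 x 10^8 /mL, 4 h), plated overnight at 37 C, loaded 45 min with FluxOr dye plus Red40 quencher. Thallium flux rate constant from kinetic reads after stimulation buffer, normalised to controls.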
MBNL1-CUG inh – inhibitors of human MBNL1 binding to CUG repeat RNA; Q9NR56; TR-FRET MBNL1-His/biotin-(CUG)12 binding, 665/545 ratio; Potency, µM (doses to about 57.5 µM), without a hit: at the top dose activity change, negative = inhibition, hits mostly inhibitors; actives 0.036% (n = 280,000); active = well fitted inhibition curve with a large enough effect in the signal ratio, with a control signal flat, not every such curve was filed as active; inconclusive = small, poorly fitted or top-dose-only effect, or effect the other way, or a change in a side signal; inactive = no such curve, though single readings can be large or run the other way; the % refers to the signal ratio; also: potency is read from the fitted curve at half-maximal effect; % is scaled to controls: 0 for no effect and ±100 for the full control effect
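TR-FRET readout: Ex 340 nm, 665/545 nm emission ratio, normalized to buffer-only (basal) and MBNL1-(CUG)12 controls. Complex of MBNL1-His with Biotin-(CUG)12, compounds 92 nM–58 uM, incubated 60 min at room temperature.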
RORgamma inh – ROR gamma (mouse) transcription inhibition; Drosophila S2 Gal4-RORgamma UAS-luciferase reporter, 20 h; Potency, µM (top dose mostly 53.6 µM), without a hit: top-dose activity change, negative = inhibition, usual class: inhibitors; AID 2551; actives 5.4% (n = 310,000); P51450; also: potency is read from the fitted curve at half-maximal effect; % is scaled to controls: 0 for no effect and ±100 for the full control effect; nearly all actives have a fitted effect of over 60% in size
Target sequence (P51450 whole entry, looked up, the tested form may be a part): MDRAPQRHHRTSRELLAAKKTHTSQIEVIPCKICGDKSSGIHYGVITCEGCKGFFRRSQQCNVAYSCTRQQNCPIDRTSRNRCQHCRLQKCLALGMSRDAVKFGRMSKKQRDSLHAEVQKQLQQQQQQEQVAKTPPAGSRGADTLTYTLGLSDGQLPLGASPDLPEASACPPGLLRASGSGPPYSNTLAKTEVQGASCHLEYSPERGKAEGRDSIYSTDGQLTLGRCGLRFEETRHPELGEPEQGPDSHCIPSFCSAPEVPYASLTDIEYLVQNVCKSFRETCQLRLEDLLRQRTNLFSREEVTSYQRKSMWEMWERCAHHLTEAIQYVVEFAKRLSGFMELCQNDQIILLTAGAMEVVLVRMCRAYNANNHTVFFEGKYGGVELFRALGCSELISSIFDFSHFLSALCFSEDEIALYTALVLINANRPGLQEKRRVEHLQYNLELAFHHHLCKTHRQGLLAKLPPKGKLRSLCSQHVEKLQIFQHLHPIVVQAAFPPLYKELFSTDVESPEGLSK
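Drosophila S2 cells stably expressing Gal4-DBD/mouse RORγ fusion under metallothionein promoter plus UAS-luciferase; compound 1 h, then 700 uM CuSO4 induction for 20 h at ambient temperature; inhibition read as reduced luminescence.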
ELG1 DNA repair – ELG1-dependent DNA repair inhibition | HEK293T ELG1-luciferase reporter, luminescence, 16 h; DNA damage induced by 5-fluorouridine | Potency, µM (top dose mostly 46.1 µM), for the others: at the highest dose activity change, negative = inhibition, hits mostly inhibitors | actives 2.3% (n = 330,000); also: potency is read from the fitted curve at half-maximal effect; % is scaled to controls: 0 for no effect and ±100 for the full control effect; nearly all actives have a fitted effect of over 55% in size
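DMSO vehicle served as the neutral condition. Each well held 2,000 cells given 5-fluorouridine plus compound; after 16 hr at 37 °C/5% CO2, ONE-Glo was added and luciferase measured 30 min later.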
Gal4-VP16 FLuc – inhibits Gal4-VP16 luciferase reporter, ROR gamma counter-screen; Drosophila S2 Gal4-VP16 UAS-luciferase, luminescence, 20 h; Potency, µM (highest dose often 53.6 µM), without a hit: top-dose activity, negative = inhibition, actives largely listed as inhibitors; actives 3.5% (n = 310,000); AID 2546;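 also: Gal4-VP16 expression switched on by copper sulfate through the metallothionein promoter; potency is read from the fitted curve at half-maximal effect; % is scaled to controls: 0 for no effect and ±100 for the full control effect; nearly all actives have a fitted effect of over 50% in size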
FLuc modulator – firefly luciferase modulation, counter-screen for miR-21 project; purified FLuc, Km substrates, luminescence inhibition; Potency, µM (titrated, usually from 57.5 µM), for the others: at the highest dose activity change, negative = inhibition, actives largely listed as inhibitors; actives 6.9% (n = 360,000); P08659; AID 588342;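 also: potency is read from the fitted curve at half-maximal effect; plate controls were vehicle for no effect and reference inhibitor for full effect; nearly all actives have a fitted effect of over 55% in size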
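Purified P. pyralis luciferase (10nM final) with 10uM D-luciferin and 10uM ATP (Km levels) in 50mM Tris acetate pH 7.5, 10mM Mg acetate, 0.01% Tween-20, 0.05% BSA; qHTS 6-point titration, ~60 µM downward; luminescence read.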
Menin MLL FP TR – inhibitors of human menin-MLL interaction, mutant MLL peptide | actives 0.23% (n = 270,000) | Potency, µM (series often up to 61.6 µM), for inactives: at the top dose FP activity change, negative = inhibition, most hits filed as inhibitors | Menin + Texas Red MLL mutant peptide, fluorescence polarization; active = well fitted inhibition curve with a large enough effect in the polarisation, with a control signal flat, not every such curve was filed as active; inconclusive = small, poorly fitted or top-dose-only effect, or effect the other way, or a change in a side signal; inactive = no such curve, though single readings can be large or run the other way; the % refers to the polarisation; also: potency is read from the fitted curve at half-maximal effect; % of control where 0% means no effect; many of its hits are not listed in these tables
Target sequence (O00255 whole entry, looked up): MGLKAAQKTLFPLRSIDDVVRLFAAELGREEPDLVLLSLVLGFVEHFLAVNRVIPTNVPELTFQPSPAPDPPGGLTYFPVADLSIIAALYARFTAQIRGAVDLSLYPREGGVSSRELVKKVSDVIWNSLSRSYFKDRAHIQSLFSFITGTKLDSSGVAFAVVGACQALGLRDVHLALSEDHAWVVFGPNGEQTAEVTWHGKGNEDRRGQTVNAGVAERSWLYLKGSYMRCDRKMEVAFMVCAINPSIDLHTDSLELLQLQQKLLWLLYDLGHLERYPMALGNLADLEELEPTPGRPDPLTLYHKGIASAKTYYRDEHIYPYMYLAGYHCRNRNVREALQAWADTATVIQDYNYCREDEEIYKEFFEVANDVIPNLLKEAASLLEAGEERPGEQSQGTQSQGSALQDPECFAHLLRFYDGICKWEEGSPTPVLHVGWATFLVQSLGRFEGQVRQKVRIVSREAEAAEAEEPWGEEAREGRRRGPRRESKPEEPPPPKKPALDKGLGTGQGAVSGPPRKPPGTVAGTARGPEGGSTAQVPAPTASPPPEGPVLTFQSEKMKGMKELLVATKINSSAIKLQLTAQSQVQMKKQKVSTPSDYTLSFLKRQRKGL
NPC1 promoter act – activators of NPC1 promoter | Huh7 NPC1 promoter luciferase reporter, 24 h | Potency, µM (highest dose often 9.22 µM), inactives show at the highest dose activation, actives largely listed as activators | actives 2.4% (n = 320,000);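 also: potency is read from the fitted curve at half-maximal effect; % of control where 0% means no effect; nearly all actives have a fitted effect of over 60% in size; reporter is driven by a mutant NPC1 promoter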
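Stably transfected Huh7 (NPC1 promoter→luciferase), 1500 cells/well in Opti-MEM + 10% FBS, 2 h settle, then compound 24 h at 37 °C. Luminescence after 10 min with Amplite reagent.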
PKM2 act – increases activity of human pyruvate kinase M2 | P14618 | purified PKM2, Kinase-Glo ATP luminescence, activation; response scale: 0% is enzyme alone, no compound | Potency, µM (titrated, usually from 57.5 µM), for inactives: at the top dose activation, actives largely listed as activators | actives 0.34% (n = 260,000) | AID 1631; also: potency is read from the fitted curve at half-maximal effect; % is scaled to controls: 0 for no effect and ±100 for the full control effect; nearly all actives have a fitted effect of over 55% in size
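ATP formation by purified human PK-M2, quantified via coupled luciferase luminescence after 1 h at room temperature with 0.1 mM ADP and 0.5 mM PEP final.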
Mito fusion yeast – inhibitors of mitochondrial division or activators of mitochondrial fusion; S. cerevisiae fusion-defective mutant growth rescue, CellTiterGlo 48 h; Potency, µM (top dose mostly 46.1 µM), for inactives: top-dose growth rescue (activation), usual class: activators; actives 0.23% (n = 320,000);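 also: potency is read from the fitted curve at half-maximal effect; % of control where 0% means no effect; nearly all actives have a fitted effect of over 45% in size; temperature-sensitive fusion mutants such as fzo1-1 at 37 °C on non-fermentable ethanol glycerol medium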
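Compounds are tested for their ability to restore growth of mitochondrial fusion-defective yeast strains at non-permissive 37C in YPEG medium over 48 hours. Viability is quantified by luciferase luminescence.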
Rab9 promoter act – Rab9 promoter activation | Potency, µM (highest dose often 9.22 µM), for the others: at the highest dose activation, negative = inhibition, actives largely listed as activators | actives 2.8% (n = 320,000) | Huh7 Rab9 promoter-luciferase reporter, luminescence, 24 h; also: potency is read from the fitted curve at half-maximal effect; % of control where 0% means no effect; nearly all actives have a fitted effect of over 60% in size
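Quantitative HTS format; Huh7 Rab9-luciferase reporter cells (1500/well) receive compound 2 h post-plating, incubate 24 h at 37 °C, then get luciferase reagent for 10 min before luminescence reading.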
The depositor's hits bear a star; [ ] = dose if it differs, or a comment. Unless noted, calls follow the shape of the dose curve; as a rule, active = well fitted curve in the direction sought with a large enough effect; inconclusive = small, poorly fitted or top-dose-only effect, or another doubt; inactive = no such curve, though single readings can be large; an effect the other way counts as inactive or inconclusive.

Results for COc1ccc(NC(=O)c2c(N)cnn2C)cc1 ?
KCNH2 3.1 block: -5; MBNL1-CUG inh: 6%; RORgamma inh: 25%; ELG1 DNA repair: 22%; Gal4-VP16 FLuc: 7%; FLuc modulator: -19%; Menin MLL FP TR: 29%; NPC1 promoter act: 2%; PKM2 act: -1%; Mito fusion yeast: 0%; Rab9 promoter act: 13%

What do the screens show for `CCn1c(O)c(/C=N/n2cnnc2)sc1=S`?
KCNH2 3.1 block: -1; MBNL1-CUG inh: 28%; RORgamma inh: inconclusive; Gal4-VP16 FLuc: -2%; FLuc modulator: inconclusive; Menin MLL FP TR: inconclusive; NPC1 promoter act: inconclusive; PKM2 act: -1%; Mito fusion yeast: -3%; Rab9 promoter act: 2%

What do the screens show for `CCOC(=O)CSc1n[nH]c(NC(=O)c2cccc(C(F)(F)F)c2)n1`?
KCNH2 3.1 block: 32; MBNL1-CUG inh: -7%; RORgamma inh: 20%; ELG1 DNA repair: 1%; Gal4-VP16 FLuc: -7%; FLuc modulator: 5%; NPC1 promoter act: 0%; PKM2 act: -6%; Mito fusion yeast: 0%; Rab9 promoter act: 4%

How did Cc1ccc(C(=O)CSc2nc3c([nH]2)c(=O)n(C)c(=O)n3C)cc1 do in these assays?
KCNH2 3.1 block: 0; MBNL1-CUG inh: -3%; RORgamma inh: 18%; ELG1 DNA repair: -15%; Gal4-VP16 FLuc: -12%; FLuc modulator: inconclusive; Menin MLL FP TR: 5%; NPC1 promoter act: 2%; PKM2 act: 0%; Mito fusion yeast: -5%; Rab9 promoter act: -2%

Results for COc1ccccc1C(=O)Nc1ccc2c(c1)nc(CCNC(=O)c1ccccc1)n2C ?
KCNH2 3.1 block: -10; MBNL1-CUG inh: -8%; RORgamma inh: -39%; ELG1 DNA repair: inconclusive; Gal4-VP16 FLuc: -28%; FLuc modulator: 15µM*; NPC1 promoter act: -19%; PKM2 act: 4%; Mito fusion yeast: 5%; Rab9 promoter act: 2%

How did CC(=O)c1cccc(NC(=O)COC(=O)[C@@H](NC(=O)OCc2ccccc2)C(C)C)c1 do in these assays?
KCNH2 3.1 block: -3; MBNL1-CUG inh: -6%; RORgamma inh: 34%; ELG1 DNA repair: 1%; Gal4-VP16 FLuc: 1%; FLuc modulator: -8%; Menin MLL FP TR: 3%; NPC1 promoter act: 2%; PKM2 act: -4%; Mito fusion yeast: 1%; Rab9 promoter act: -3%

Results for Cc1cccc(-n2nc3c([n+]2[O-])CCc2nonc2-3)c1C ?
KCNH2 3.1 block: 18; RORgamma inh: -3%; ELG1 DNA repair: 7%; Gal4-VP16 FLuc: 1%; FLuc modulator: 4%; Menin MLL FP TR: 0%; NPC1 promoter act: -2%; PKM2 act: 0%; Mito fusion yeast: 2%; Rab9 promoter act: -6%

How did Cc1ccc(CNc2nc(Cl)c(C#N)s2)cc1 do in these assays?
KCNH2 3.1 block: -1; MBNL1-CUG inh: 8%; RORgamma inh: 3%; ELG1 DNA repair: inconclusive; Gal4-VP16 FLuc: -18%; FLuc modulator: inconclusive; Menin MLL FP TR: 22%; NPC1 promoter act: inconclusive; PKM2 act: 2%; Mito fusion yeast: -10%; Rab9 promoter act: 2%

Results for CC(/C=N\N1CCN(c2ccc(Cl)cc2)CC1)=C\c1ccccc1 ?
KCNH2 3.1 block: 20; MBNL1-CUG inh: -6%; RORgamma inh: 5%; ELG1 DNA repair: 4%; Gal4-VP16 FLuc: -4%; FLuc modulator: -1%; Menin MLL FP TR: -18%; NPC1 promoter act: 1%; PKM2 act: -6%; Mito fusion yeast: -1%; Rab9 promoter act: -8%

What do the screens show for `CCOc1c(N2CCOCC2)c(=O)c1=O`?
KCNH2 3.1 block: -6; MBNL1-CUG inh: -11%; RORgamma inh: 9%; ELG1 DNA repair: 7%; Gal4-VP16 FLuc: -3%; FLuc modulator: 0%; NPC1 promoter act: -3%; PKM2 act: -15%; Mito fusion yeast: -4%; Rab9 promoter act: -5%

How did COc1ccc(CN(CC(=O)NC2CCCC2)C(=O)c2ccc(-c3ccccc3)[nH]2)cc1 do in these assays?
KCNH2 3.1 block: -12; MBNL1-CUG inh: 2%; RORgamma inh: 17%; ELG1 DNA repair: inconclusive; Gal4-VP16 FLuc: -6%; FLuc modulator: 0%; Menin MLL FP TR: 10%; NPC1 promoter act: -1%; Mito fusion yeast: 4%; Rab9 promoter act: -2%

How did CN(C)C(=O)c1c([N+](=O)[O-])ncn1C do in these assays?
KCNH2 3.1 block: 21; MBNL1-CUG inh: -1%; RORgamma inh: -3%; ELG1 DNA repair: 1%; Gal4-VP16 FLuc: -11%; FLuc modulator: 1%; Menin MLL FP TR: -1%; NPC1 promoter act: -3%; PKM2 act: -6%; Mito fusion yeast: -2%; Rab9 promoter act: 4%

Results for O=C(Cn1cnc2c(cnn2-c2ccc(F)cc2)c1=O)N1CCCc2ccccc21 ?
KCNH2 3.1 block: -6; MBNL1-CUG inh: -3%; RORgamma inh: 7%; ELG1 DNA repair: inconclusive; Gal4-VP16 FLuc: -8%; FLuc modulator: 1%; Menin MLL FP TR: 1%; NPC1 promoter act: -5%; PKM2 act: -1%; Mito fusion yeast: 4%; Rab9 promoter act: 1%

How did CCCCC(=O)Nc1ccc2c(c1)nc1n2CCSC1 do in these assays?
KCNH2 3.1 block: -12; MBNL1-CUG inh: -4%; RORgamma inh: -4%; ELG1 DNA repair: inconclusive; Gal4-VP16 FLuc: -11%; FLuc modulator: 24µM*; Menin MLL FP TR: inconclusive; NPC1 promoter act: 3.5µM*; PKM2 act: -9%; Mito fusion yeast: inconclusive; Rab9 promoter act: 3.5µM*

Results for Cc1nc(N2CCCCC2)c2c(-c3cccs3)csc2n1 ?
KCNH2 3.1 block: 7; MBNL1-CUG inh: 22%; RORgamma inh: -28%; ELG1 DNA repair: inconclusive; Gal4-VP16 FLuc: -7%[10 µM]; FLuc modulator: inconclusive; Menin MLL FP TR: -19%; NPC1 promoter act: 1%; PKM2 act: 17%; Mito fusion yeast: 3%; Rab9 promoter act: -13%

Results for O=C(NCCO)c1ccccc1O ?
KCNH2 3.1 block: -1; MBNL1-CUG inh: -2%; RORgamma inh: -38%; ELG1 DNA repair: -3%; Gal4-VP16 FLuc: 4%; FLuc modulator: -1%; Menin MLL FP TR: -10%; NPC1 promoter act: 16%; PKM2 act: 2%; Mito fusion yeast: 1%; Rab9 promoter act: 2%

What do the screens show for `COc1ccc(OC)c(C(=O)NC(CC(N)=O)c2ccc(NCCN3CCCCC3)c([N+](=O)[O-])c2)c1` (stereo unspecified)?
KCNH2 3.1 block: 26; MBNL1-CUG inh: inconclusive; RORgamma inh: 5%; ELG1 DNA repair: -13%; Gal4-VP16 FLuc: 4%; FLuc modulator: -1%; Menin MLL FP TR: 7%; NPC1 promoter act: -1%; PKM2 act: 0%; Mito fusion yeast: 1%; Rab9 promoter act: -1%

How did CCS(=O)(=O)N1Cc2ccccc2CC1C(=O)OCC(=O)N(C(C)C)C(C)C (stereo unspecified) do in these assays?
KCNH2 3.1 block: 7; MBNL1-CUG inh: -1%; RORgamma inh: 9%; ELG1 DNA repair: 8%; Gal4-VP16 FLuc: 13%; FLuc modulator: -1%; Menin MLL FP TR: 2%; NPC1 promoter act: -10%; PKM2 act: -1%; Mito fusion yeast: 0%; Rab9 promoter act: 1%

What do the screens show for `CCN1CCN(C(=O)C(N)Cc2ccccc2)CC1` (stereo unspecified)?
KCNH2 3.1 block: 4; MBNL1-CUG inh: -1%; RORgamma inh: -9%; ELG1 DNA repair: 6%; Gal4-VP16 FLuc: -10%; FLuc modulator: 4%; Menin MLL FP TR: -7%; NPC1 promoter act: -2%; PKM2 act: 2%; Mito fusion yeast: 0%; Rab9 promoter act: -4%

What do the screens show for `CCOC(=O)N1CCN(C(=O)NC2CCCCC2)CC1`?
KCNH2 3.1 block: -71*; MBNL1-CUG inh: 2%; RORgamma inh: 13%; ELG1 DNA repair: 0%; Gal4-VP16 FLuc: -2%; FLuc modulator: 1%; Menin MLL FP TR: 21%; NPC1 promoter act: 1%; PKM2 act: -2%; Mito fusion yeast: -4%; Rab9 promoter act: -1%

How did Cc1ccc(-c2csc3nnc(SCC(=O)Nc4cccc(C)n4)n23)cc1 do in these assays?
KCNH2 3.1 block: -1; MBNL1-CUG inh: -6%; RORgamma inh: 26%; ELG1 DNA repair: 6%; Gal4-VP16 FLuc: 21%; FLuc modulator: inconclusive; Menin MLL FP TR: 1%; NPC1 promoter act: 6%; PKM2 act: -5%; Mito fusion yeast: -1%; Rab9 promoter act: 5%

Results for CCn1c(=O)c([N+](=O)[O-])c(N2CCSCC2)c2ccccc21 ?
KCNH2 3.1 block: -8; MBNL1-CUG inh: -3%; RORgamma inh: 8%; ELG1 DNA repair: 6.5µM*; Gal4-VP16 FLuc: inconclusive; FLuc modulator: -4%; NPC1 promoter act: -15%; PKM2 act: -10%; Mito fusion yeast: 16%; Rab9 promoter act: -26%

Some of the compounds tested (hit frequency here may not be typical).
